Assay outcomes as filed in PubChem BioAssay.
KCNH2 WT inh: blocks the wildtype human KCNH2 potassium channel | activity change, % at 1.84 µM | U2OS, BacMam KCNH2, thallium flux FluxOr; stronger effect = lower value | 340,000 tested, 0.37% active | Q12809;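 active = maximum activity change below -70%; inconclusive = maximum activity change between -70% and -50%; inactive = maximum activity change above -50%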; note: % is set by controls: 0 for no effect and ±100 for the full control effect
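U2OS cells were transduced with wild-type KCNH2 virus (2.03 x 10^8 / mL) for 4 h at room temperature, then cultured overnight at 37 C. Thallium flux was read with FluxOr dye. Rate constants were normalized to DMSO controls.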
USP2a block: blocks human ubiquitin-specific protease USP2a. O75604. 330,000 tested, 0.01% active. USP2 core, Ub-CHOP2 coupled fluorogenic reporter, 485/531. AID 463254. Potency, µM (highest dose often 38.3 µM), for inactives: at the top dose activity change, negative = inhibition, usual class: inhibitors;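 note: potency is the fitted concentration of half-maximal effect; plate controls were DMSO wells for no effect and full inhibition by NEM control for full effect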
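USP2 core (10nM final) preincubated 30min RT with compound in 20mM Tris-HCl pH 8.0, 2mM CaCl2, 2mM beta-mercaptoethanol, 0.05% CHAPS; 25nM Ub-CHOP2 plus 25nM reporter substrate added, fluorescence (Ex485/Em531) read after 60min.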
Chronic BCR inh: chronic active BCR signaling inhibition | ABC-DLBCL IkBa-CBG/CBR reporter, luminescence ratio, 4 h | Potency, µM (doses to about 46.1 µM), without a hit: top-dose ratio change, negative = lower green/red ratio, actives largely listed as inhibitors | 340,000 tested, 0.05% active; active = well fitted inhibition curve with a large enough effect in the signal ratio, with a control signal flat, not every such curve was filed as active; inconclusive = small, poorly fitted or top-dose-only effect, or effect the other way, or a change in a side signal; the % refers to the signal ratio;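 note: potency is the fitted concentration of half-maximal effect; plate controls were basal doxycycline-induced cells for no effect and cells given 10 µM MG132 for full effect; MG132 reads +100%, hits lower the ratio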
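Concentration-response series (up to 46 uM) were applied to TMD8 dual-reporter cells for 4 h at 37C with doxycycline. Green/red ratio, after filter-overlap correction, defined %Activity; red signal alone was normalised to basal cells and zero luminescence.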
Eya2 inh: blocks the phosphatase activity of human Eya2; recombinant Eya2, OMFP fluorescence dephosphorylation (OMFP is methylfluorescein phosphate); Potency, µM (top dose mostly 76.9 µM), inactives show at the highest dose activity, negative = inhibition, hits mostly inhibitors; 330,000 tested, 0.006% active; note: potency is the fitted concentration of half-maximal effect; % is set by controls: 0 for no effect and ±100 for the full control effect
Target sequence (O00167 whole entry, looked up): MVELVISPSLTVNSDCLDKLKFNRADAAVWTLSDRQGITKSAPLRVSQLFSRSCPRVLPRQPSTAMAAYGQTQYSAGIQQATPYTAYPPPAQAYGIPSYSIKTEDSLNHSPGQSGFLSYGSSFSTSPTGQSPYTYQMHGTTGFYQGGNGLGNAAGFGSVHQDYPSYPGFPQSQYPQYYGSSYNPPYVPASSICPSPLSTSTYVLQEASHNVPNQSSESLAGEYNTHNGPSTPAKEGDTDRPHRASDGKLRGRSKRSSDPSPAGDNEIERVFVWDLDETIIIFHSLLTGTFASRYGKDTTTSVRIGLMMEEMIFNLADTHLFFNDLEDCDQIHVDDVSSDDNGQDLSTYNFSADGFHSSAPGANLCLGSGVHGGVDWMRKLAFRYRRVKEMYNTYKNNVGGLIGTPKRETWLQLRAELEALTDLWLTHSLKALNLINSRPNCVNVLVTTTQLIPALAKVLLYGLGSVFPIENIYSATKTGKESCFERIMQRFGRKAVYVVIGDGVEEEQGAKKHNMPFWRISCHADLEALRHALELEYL
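Eya2 protein (added as 0.2 uM solution) was preincubated with compound for 10 min at ambient temperature in 50 mM HEPES pH 7.5, 50 mM NaCl, 5 uM MgCl2, 0.05% BSA, 1 mM DTT. OMFP (added at 50 uM) then reacted 10 min; fluorescence read at 485/525 nm.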
Menin-MLL TR inh: inhibitors of human menin-MLL interaction, mutant MLL peptide | O00255 | Menin + Texas Red MLL mutant peptide, fluorescence polarization | Potency, µM (series often up to 61.6 µM), without a hit: top-dose FP activity change, negative = inhibition, actives largely listed as inhibitors | 270,000 tested, 0.23% active | AID 1768; active = well fitted inhibition curve with a large enough effect in the polarisation, with a control signal flat, not every such curve was filed as active; inconclusive = small, poorly fitted or top-dose-only effect, or effect the other way, or a change in a side signal; inactive = no such curve, though single readings can be large or run the other way; the % refers to the polarisation; note: potency is the fitted concentration of half-maximal effect; % of control where 0% means no effect; many of its hits are not listed in these tables
MBNL1 CUG block: MBNL1-poly(CUG) RNA binding inhibition. 280,000 tested, 0.036% active. Potency, µM (titrated, usually from 57.5 µM), for the others: top-dose activity change, negative = inhibition, actives largely listed as inhibitors. TR-FRET MBNL1-His/biotin-(CUG)12 binding, 665/545 ratio. Q9NR56. AID 2675; active = well fitted inhibition curve with a large enough effect in the signal ratio, with a control signal flat, not every such curve was filed as active; inconclusive = small, poorly fitted or top-dose-only effect, or effect the other way, or a change in a side signal; inactive = no such curve, though single readings can be large or run the other way; the % refers to the signal ratio; note: potency is the fitted concentration of half-maximal effect; % is set by controls: 0 for no effect and ±100 for the full control effect
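MBNL1-His + Biotin-(CUG)12, cpd titration 92 nM–58 uM; Tb anti-His Ab 0.055 ng/ul, SA-XL665 5 nM (final); 60 min RT; ratiometric 665/545 nm, Ex 340 nm; normalized to buffer and full-complex controls.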
GALK inhibitor: galactokinase (human) inhibition. Purified GALK, Kinase-Glo residual ATP luminescence. P51570. 270,000 tested, 0.007% active. AID 1868. Potency, µM (highest dose often 57.5 µM), without a hit: top-dose activity change, negative = inhibition, actives largely listed as inhibitors; note: potency is the fitted concentration of half-maximal effect; % is set by controls: 0 for no effect and ±100 for the full control effect
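5 nM enzyme, 35 uM ATP, 100 uM galactose, 20 mM HEPES pH8.0, 5 mM MgCl2; 1 h RT; residual ATP by Kinase-Glo Plus luminescence, qHTS format.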
PKM2 activator: activators of human pyruvate kinase M2. purified PKM2, Kinase-Glo ATP luminescence, activation; response scale: 0% is enzyme alone, no compound. AID 1631. Potency, µM (highest dose often 57.5 µM), without a hit: at the highest dose activation, hits mostly activators. 260,000 tested, 0.34% active; note: potency is the fitted concentration of half-maximal effect; % is set by controls: 0 for no effect and ±100 for the full control effect; nearly all actives have a fitted effect of over 55% in size
Target sequence (P14618 whole entry, looked up): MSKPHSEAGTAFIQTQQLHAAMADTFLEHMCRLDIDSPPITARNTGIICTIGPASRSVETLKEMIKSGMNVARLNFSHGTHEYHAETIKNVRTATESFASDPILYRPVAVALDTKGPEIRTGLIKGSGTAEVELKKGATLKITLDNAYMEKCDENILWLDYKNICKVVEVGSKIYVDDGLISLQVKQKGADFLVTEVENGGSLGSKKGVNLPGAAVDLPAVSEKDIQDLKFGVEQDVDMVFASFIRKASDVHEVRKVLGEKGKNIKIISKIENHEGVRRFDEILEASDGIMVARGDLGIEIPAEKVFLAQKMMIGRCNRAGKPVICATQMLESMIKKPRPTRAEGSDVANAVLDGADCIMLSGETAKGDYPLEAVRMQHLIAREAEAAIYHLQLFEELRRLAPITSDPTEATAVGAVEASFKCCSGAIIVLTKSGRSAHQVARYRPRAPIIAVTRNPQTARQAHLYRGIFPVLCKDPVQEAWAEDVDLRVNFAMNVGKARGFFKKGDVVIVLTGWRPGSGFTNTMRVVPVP
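hPK-M2, >95% pure; 0.1 mM ADP / 0.5 mM PEP final; imidazole pH7.2 buffer w/ 7 mM MgCl2, 50 mM KCl; 1 h RT; Kinase-Glo lum. Intermediate enzyme activity for dual inhibitor/activator qHTS.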
ASM inhibitor: human S-ASM enzyme inhibition. 340,000 tested, 0.006% active. Potency, µM (highest dose often 57.5 µM), without a hit: at the top dose activity change, negative = inhibition, usual class: inhibitors. placental ASM, HMU-PC fluorogenic substrate, 60 min. P17405; note: potency is the fitted concentration of half-maximal effect
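Human placenta-derived ASM preincubated with compound 10 min at room temperature, then reacted with 9 uM (final) fluorogenic HMU-PC substrate for 60 min at 37 C. Stop solution raises pH to 10; fluorescence read at Ex 386/Em 447 nm.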
TSHR antag: blocks TSH signaling through the human TSH receptor. P16473. TSHR-expressing cells, TSH-stimulated cAMP HTRF, 2 h; stronger effect = lower value. 330,000 tested, 0.2% active. activity change, negative = inhibition, % at 11.5 µM. AID 504810;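 active = activity change below a set negative limit, meaning inhibition stronger than a set level, cut at about -70% in these data; inconclusive = activity change between two set negative limits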; note: % is set by controls: 0 for no effect and ±100 for the full control effect
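Cell-based HTRF cAMP assay; TSHR cells + compound, TSH EC80 (4nM final), 2 h, 37 deg C. Lysis with anti-cAMP cryptate and cAMP-d2, 30 min RT, read 665/620 nm.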
Mito fusion yeast: mitochondrial division inhibition or fusion activation | 320,000 tested, 0.23% active | Potency, µM (top dose mostly 46.1 µM), inactives show at the highest dose growth rescue (activation), most hits filed as activators | S. cerevisiae fusion-defective mutant growth rescue, CellTiterGlo 48 h;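 note: potency is the fitted concentration of half-maximal effect; % of control where 0% means no effect; nearly all actives have a fitted effect of over 45% in size; temperature-sensitive fusion mutants such as fzo1-1 at 37 °C on non-fermentable ethanol glycerol medium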
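Read-out: ATP-based luminescence (CellTiterGlo, 10 min ambient) reporting growth of fusion-defective ts yeast after 48 hours at 37C on glycerol/ethanol YPEG medium in the presence of compound.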
Numbers without * were called inactive; ? = inconclusive; . = no result given; [ ] = another dose, or the depositor's remark. Unless noted, calls come from the whole dose curve; as a rule, active = well fitted curve in the direction sought with a large enough effect; inconclusive = small, poorly fitted or top-dose-only effect, or another doubt; inactive = no such curve, though single readings can be large; an effect the other way counts as inactive or inconclusive. A portion of the library; the hit share may differ from the screen's.

SMILES | KCNH2 WT inh | USP2a block | Chronic BCR inh | Eya2 inh | Menin-MLL TR inh | MBNL1 CUG block | GALK inhibitor | PKM2 activator | ASM inhibitor | TSHR antag | Mito fusion yeast
CCOc1ccc(N2CC(C(=O)NC3=NCCS3)CC2=O)cc1 (configuration not stated) | 8 | -1% | 2% | -1% | -1% | -1% | 11% | 0% | 6% | 0 | 0%
Cc1cccc(NC(=S)N(C)C2(c3ccccc3Cl)CCCCC2=O)c1 (configuration not stated) | 5 | -1% | 23% | 11% | . | -1% | 0% | 8% | -3% | 17 | 16%
COc1cc2c(cc1OC)CN(C(=O)CSc1ccc(F)cc1)CC2 | -8 | 0% | 4% | 12% | . | . | . | . | 5% | -5 | 6%
COc1ccc(-c2c(=O)n(OCc3nc4ccccc4[nH]3)c3ccccc3[n+]2[O-])cc1 | 1 | 1% | ? | 0% | . | . | -1% | -7% | 33%[activator] | 0 | 1%
O=C(Cc1cccc2ccccc12)Nc1cc(Cl)ccc1C(=O)O | . | -3% | 10% | 9% | 67%[activator] | -5% | 0% | -1% | 20% | -1 | 1%
COc1cc2c(cc1OC)C(C(=O)N1CCN(c3ccccc3)CC1)C(c1cccs1)N(C)C2=O (configuration not stated) | 24 | -1% | 22% | -39% | -7% | -3% | -1% | -5% | 0% | -2 | 3%
O=C(O)c1ccccc1C(=O)Nc1ccccc1 | 14 | 4% | ? | -11% | -1% | 2% | 3% | -13% | 2% | 9 | 4%
C=Cn1cc[n+](CC(=O)c2cccs2)c1 | -4 | 2% | 4% | 2% | 1% | -1% | 0% | 1% | 1% | -2 | 0%
CCOc1ccccc1NC(=O)CSc1nnnn1C1CCCC1 | -18 | 1% | ? | 23% | . | -7% | -3% | . | -1% | 5 | 3%
O=C(Nc1cccc(Cl)c1)NC1CCCCC1 | -2 | 1% | 0% | -35% | 56%[activator] | 9% | -2% | -1% | -2% | -5 | 1%
CCCCOc1ccc(C2CC(=O)NC2=O)cc1 (configuration not stated) | -7 | -1% | 7% | -9% | 21% | 0% | 0% | -14% | -2% | 16 | 2%
COc1ccc(/C=C(/CC(=O)Nc2ccccc2)c2nc3ccccc3s2)cc1 | -8 | -2% | -14% | 8% | ? | -4% | -1% | -7% | 28% | -2 | 4%
O=C(NNS(=O)(=O)Cc1ccccc1)c1ccc([N+](=O)[O-])cc1 | -8 | -1% | -12% | ? | . | ? | -1% | -2% | -5% | -10 | 8%
CC(C)C(NC(=O)c1ccccc1F)C(=O)NCCCn1ccnc1 (configuration not stated) | 7 | 3% | 7% | 4% | . | . | . | . | 3% | . | .
CC(=O)c1c(C)n([O-])c2ccc(C)cc2[n+]1=O | 2 | 0% | -1% | 8% | 0% | ? | 5% | 4% | 26% | 8 | 2%
COc1cccc(OCCOc2ccc(/C=C3/SC(=S)NC3=O)cc2)c1 | -9 | 2% | 10% | -16% | ? | 4% | . | . | -7% | -20 | 3%
Nc1ccc2c(c1)Nc1ccccc1CC2 | -18 | -1% | 6% | -2% | ? | 5% | 7% | -1% | -3% | 16 | 5%
CN1C=C/C(=C\c2cc[n+](C)c3ccccc23)c2ccccc21 | -12 | -1% | ? | -2% | ? | ? | 0% | -5% | -20% | -25 | 3%
Cc1[nH]n(-c2ccc(F)cc2)c(=O)c1/C=N/c1sc2c(c1C#N)CCCC2 | 3 | 0% | ? | 9% | 10% | -3% | 1% | -19% | -2% | 10 | -1%
O=C(CC1C(=O)NCCN1Cc1ccc(F)cc1Cl)NC1CCCCCCC1 (configuration not stated) | -1 | -1% | ? | -17% | 1% | 5% | -2% | -1% | 2% | -7 | 0%
CC(OC(=O)c1cccc(O)c1)C(=O)N(C)Cc1ccccc1 (configuration not stated) | -1 | 2% | 12% | -15% | . | . | . | . | -2% | -1 | -8%
Cn1c(=O)c(=O)n(C)c2cc(S(=O)(=O)NCCN3CCN(c4ccccc4F)CC3)ccc21 | -4 | -1% | 2% | -17% | . | 1% | 3% | 0% | 5% | 3 | -3%
O=C(COC(=O)c1cc(Cl)ccc1O)NC(=O)NCc1ccccc1 | 3 | 3% | 10% | 1% | . | . | . | . | 43%[activator] | -2 | 1%
O=C(CSc1nc2nc(-c3cccs3)cc(C(F)(F)F)c2c(=O)[nH]1)Nc1c(F)c(F)c(F)c(F)c1F | 0 | -4% | 15% | 0% | ? | -1% | 1% | 0% | 206%[activator] | -16 | -3%
O=C(c1ccccc1)C1CCN(C(=O)C2CCC(=O)N(Cc3ccccc3F)C2)CC1 (configuration not stated) | 10 | 1% | 1% | 4% | -3% | -10% | -1% | 1% | . | 4 | 0%
CC1CN(S(=O)(=O)N2CCOCC2)CCN1S(=O)(=O)N1CCOCC1 (configuration not stated) | -1 | 2% | 1% | -2% | 3% | -8% | -1% | -2% | 3% | -9 | 4%
CN1CCN(S(=O)(=O)c2ccc(NC(=O)c3ccccc3F)cc2)CC1 | -13 | 0% | 1% | 1% | 2% | -15% | 3% | 2% | 0% | -4 | -1%
Cc1ccc(CN2CCC(C(=O)NCCC(C)C)CC2)o1 | 16 | 3% | 8% | 2% | 6% | -8% | 4% | 2% | -2% | 1 | 1%
COC(=O)CNC(=O)c1cccc(Cl)c1 | 3 | 1% | 9% | 1% | -8% | 4% | 10% | . | 2% | 1 | 6%
COc1ccc(C(=O)C(C)OC(=O)CNC(=O)c2ccco2)cc1 (configuration not stated) | 1 | 2% | 4% | 4% | . | . | . | . | -3% | 16 | .
CC(/C=N/NC(=S)Nc1cccc(S(=O)(=O)N(C)C)c1)c1ccccc1 (configuration not stated) | -4 | 2% | 0% | -1% | 1% | . | -2% | 4% | -1% | 13 | -1%
CCOC(=O)C1(CCOc2ccccc2)CCN(Cc2ccc3c(c2)OCCO3)CC1 | 60 | -8% | 0% | -10% | -30% | -4% | 2% | -3% | 0% | 6 | 0%
COc1cc(CN2CCC(n3nccc3NC(=O)c3ccc4c(c3)OCO4)CC2)ccc1O | 10 | 3% | 0% | -15% | -8% | -3% | 5% | -9% | 4% | -12 | 3%
NC(=O)Cn1c(=O)n(-c2ccccc2)c(=O)c2oc3ccccc3c21 | -6 | 2% | 0% | 4% | 5% | -9% | 0% | -6% | 3% | -1 | 6%
C[C@H]1CN=C(Nc2ccccc2)N1CCc1ccc(F)cc1 | 3 | -6% | -8% | -5% | . | . | . | . | -3% | 6 | -5%
COc1ccc(N/C=C\C(=O)c2ccc3ccccc3c2)cc1 | 8 | 0% | ? | 5% | 42%[activator] | 1% | -6% | -7% | -4% | 0 | 0%
CCN(CC)C(=O)CSc1nnc([C@@H](N)C(C)C)o1 | -4 | -1% | 3% | 9% | . | -10% | . | -2% | 8% | 6 | -1%
CCOC(=O)N1CCN(c2c(NCCCN(CC)c3cccc(C)c3)c(=O)c2=O)CC1 | 16 | 1% | 13% | -2% | 6% | 2% | 3% | -3% | -3% | -4 | -2%

3 compounds from above, ordered by length of the SMILES, descending:
SMILES | KCNH2 WT inh | USP2a block | Chronic BCR inh | Eya2 inh | Menin-MLL TR inh | MBNL1 CUG block | GALK inhibitor | PKM2 activator | ASM inhibitor | TSHR antag | Mito fusion yeast
CN1CCN(S(=O)(=O)c2ccc(NC(=O)c3ccccc3F)cc2)CC1 | -13 | 0% | 1% | 1% | 2% | -15% | 3% | 2% | 0% | -4 | -1%
CCN(CC)C(=O)CSc1nnc([C@@H](N)C(C)C)o1 | -4 | -1% | 3% | 9% | . | -10% | . | -2% | 8% | 6 | -1%
Cc1ccc(CN2CCC(C(=O)NCCC(C)C)CC2)o1 | 16 | 3% | 8% | 2% | 6% | -8% | 4% | 2% | -2% | 1 | 1%
